# Bioassay records deposited in PubChem by The Scripps Research Institute Molecular Screening Center.
# CHO-K1 Ca antag: M1 antagonist counterscreen hit in parental CHO-K1 cells; ATP-induced calcium, Fluo-8 fluorescence; inhibition, % at 3 µM; 360,000 compounds, 0.6% hits; AID 602250;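 active = inhibition above a per-plate cutoff, the plate's mean sample inhibition plus 3 SD, cut at about 24% in these data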;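 also: 0% = DMSO plus EC80 ATP and 100% = DMSO alone without ATP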
# CHRM1 agonist: human M1 muscarinic receptor agonism; P11229; 360,000 compounds, 0.33% hits; activation, % at 3 µM; CHO-K1 hM1, Fluo-8 calcium fluorescence, agonist mode; 0% DMSO, 100% acetylcholine EC100;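 active = activation above the run's mean compound activation plus 3 SD, cut at about 16% in these data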;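 also: peak over basal fluorescence ratio within a 140 s kinetic read after compound addition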
# Target sequence (P11229 whole entry, looked up): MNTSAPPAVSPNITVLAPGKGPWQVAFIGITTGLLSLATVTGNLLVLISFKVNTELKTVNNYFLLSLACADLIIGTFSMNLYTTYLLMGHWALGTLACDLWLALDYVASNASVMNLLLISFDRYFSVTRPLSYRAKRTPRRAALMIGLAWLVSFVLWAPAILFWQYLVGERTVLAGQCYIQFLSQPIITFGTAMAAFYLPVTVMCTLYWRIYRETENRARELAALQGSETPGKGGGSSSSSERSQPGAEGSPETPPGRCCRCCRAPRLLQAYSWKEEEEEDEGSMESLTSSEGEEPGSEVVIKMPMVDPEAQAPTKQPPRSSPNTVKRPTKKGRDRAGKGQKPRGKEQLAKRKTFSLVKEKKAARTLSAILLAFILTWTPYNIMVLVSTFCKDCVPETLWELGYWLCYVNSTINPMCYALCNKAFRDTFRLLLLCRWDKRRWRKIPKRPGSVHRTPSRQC
# TAAR1 antagonist: human TAAR1 antagonism; Q96RJ0; CHO RD-HGA16 TAAR1, Fluo-8 calcium fluorescence, antagonist; inhibition, % at 3 µM; 360,000 compounds, 1.5% hits;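 active = inhibition above a per-plate cutoff, the mean inhibition of test compounds on that plate plus 3 SD, cut at about 49% in these data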;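 also: 0% = DMSO plus EC80 beta-PEA response and 100% = DMSO alone without agonist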
# Target sequence (Q96RJ0 whole entry, looked up): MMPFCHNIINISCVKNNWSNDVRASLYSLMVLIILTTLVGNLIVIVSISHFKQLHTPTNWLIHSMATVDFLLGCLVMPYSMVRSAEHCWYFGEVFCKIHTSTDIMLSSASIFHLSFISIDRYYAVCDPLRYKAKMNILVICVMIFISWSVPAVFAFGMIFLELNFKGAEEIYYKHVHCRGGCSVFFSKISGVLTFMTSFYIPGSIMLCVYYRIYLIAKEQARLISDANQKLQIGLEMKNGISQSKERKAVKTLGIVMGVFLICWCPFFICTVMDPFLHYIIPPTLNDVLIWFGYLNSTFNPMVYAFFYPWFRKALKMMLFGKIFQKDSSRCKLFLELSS
#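 Material: CHO RD-HGA16 cells bearing hTAAR1; compound dosing: one-point dosing, 3 µM nominal final; schedule: dye loading 75 min at 37 °C, then 30 min room temperature; measured by: calcium fluorescence with Fluo-8; control set: vehicle and agonist controls; replication: n of 1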
# CHRM1 antagonist: blocks human M1 muscarinic receptor; CHO-K1 hM1, Fluo-8 calcium fluorescence, ACh EC80 antagonist; 360,000 compounds, 1.3% hits; P11229; inhibition, % at 3 µM;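 active = percent inhibition above its own plate's cutoff, namely the mean of that plate's compound wells plus 3 SD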;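 also: peak over basal fluorescence ratio during 140 s after agonist addition; 0% = ACh EC80 plus DMSO and 100% = DMSO alone without agonist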
# CHO parental Ca: counter-screen for OX1R antagonists: effect in parental CHO cells; parental CHO-K1, ATP-induced calcium, Fluo-8 fluorescence; inhibition, % at 5.6 µM; 330,000 compounds, 0.63% hits; AID 463079;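 active = inhibition above that plate's mean sample inhibition plus 3 SD, cut at about 26% in these data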;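 also: 0% = ATP-challenged DMSO wells and 100% = DMSO wells without ATP; some compounds past the cut are filed as inactive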
#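 material = parental CHO cells | also added = ATP as calcium-mobilizing challenge | dosing = single point at 5.6 µM | detection = intracellular calcium via Fluo-8 no-wash fluorescent dye | read-out = % inhibition | benchmarks = low control ATP plus DMSO, high control DMSO only | repeats = one well per compound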
# M1 PAM parental: nonselective activator or artifact in parental CHO-K1 calcium assay. 360,000 compounds, 0.02% hits. activation, % at 3 µM. ATP EC20, Fluo-8 calcium fluorescence; 0% at ATP EC20, 100% at ATP max;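 active = activation above the run cutoff, the mean activation of all test compounds plus 3 SD, cut at about 40% in these data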;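 also: peak over basal fluorescence ratio in a 140 s read after ATP addition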
# M1 PAM: human CHRM1 positive allosteric modulation; CHO-K1 hM1, Fluo-8 calcium fluorescence, ACh EC20; 0% = ACh EC20, 100% = maximal ACh; activation, % at 3 µM; 360,000 compounds, 0.088% hits; AID 588819; in the data active = activation above about 19%, passing the limit was not always enough
# TAAR1 ag: agonists of human TAAR1 | CHO RD-HGA16 TAAR1, Fluo-8 calcium fluorescence; vehicle wells 0%, saturating PEA agonist 100% | activation, % at 3 µM | 360,000 compounds, 0.99% hits;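 active = activation above the mean activation of all test compounds in the run plus 3 SD, cut at about 38% in these data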
#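 test system = CHO RD-HGA16 cells carrying human TAAR1 plus Gα16 | schedule = 17-24 h seeding, 75 min 37 °C dye, 30 min RT | compound dosing = 3 µM single concentration | control set = DMSO and PEA EC100 | replicates = n 1 | signal = Fluo-8 fluorescence, 5 s baseline then 140 s kinetic read | measure = percent activation vs PEA EC100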
# CHO-K1 Ca ag: counter-screen for M1 agonists: effect in parental CHO-K1 cells | Fluo-8 calcium fluorescence; scaled to maximal ATP response, vehicle zero | activation, % at 3 µM | 360,000 compounds, 0.48% hits; in the data active = activation above about 15%;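 also: untransfected CHO-K1 host cells lacking M1 receptor as counterscreen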
# * hit, by the source's call; x = no result given. Not a hit list. Share with any hit: about 4.4%.
SMILES,CHO-K1 Ca antag,CHRM1 agonist,TAAR1 antagonist,CHRM1 antagonist,CHO parental Ca,M1 PAM parental,M1 PAM,TAAR1 ag,CHO-K1 Ca ag
O=C(Nc1ccc(F)cc1)Nc1ccc2c(c1)CCC2,1,0,19,-3,39*,4,2,1,3.9
CNCCCCOc1ccc(C(C)(C)C)cc1Cl,11,-14,4,3,-3,0,-10,36,0.7
COC(=O)c1[nH]c2cccc(OC)c2c1NC(=O)CCN1CCSCC1,-10,-6,8,-8,0,6,4,10,0.4
Cc1ccccc1OCCNc1cc(N2CC(C)NC(C)C2)ccc1[N+](=O)[O-] (stereo not drawn),2,2,23,-14,19,17,9,49*,2.6
COC(CNC(=O)c1ccc2c(c1)nc(C)n2-c1cccc(F)c1)OC,6,-4,-5,-1,-1,-15,-4,7,0.4
COc1ccc(C)cc1-n1cnnn1,-1,-2,-34,-5,-5,1,-2,0,0.5
Cc1nn(C)c(C)c1NC(=O)CCSc1nc(-c2ccco2)cc(C(F)(F)F)n1,12,-4,-11,-9,-10,-1,9,5,0.0
COc1cccc(CNC(=O)Cn2c(=O)n(CCC(=O)N3CCCCC3)c(=O)c3sccc32)c1,-3,-2,-3,4,-8,-2,-2,6,0.3
CCOC(=O)N1CCN(C(=O)Nc2sc3nc4n(c(=O)c3c2C)CCC(C)CC4)CC1 (stereo not drawn),-16,-4,-12,-42,-27,10,6,2,-0.4
COc1cc(C(=O)NNC(=O)c2cc(-c3ccccc3)n[nH]2)cc(OC)c1C,-2,-3,3,-3,-11,-6,4,6,0.9
Cn1c(=O)[nH]c(=O)c2c1nc(N1CCOCC1)n2CCSc1nc2ccccc2[nH]1,-7,-2,0,-5,0,14,6,3,0.5
Fc1ccc(/C=N/N2CCCCC2)c(F)c1,-16,-5,-14,-13,-10,12,6,5,1.3
Nc1ncnc2c1ncn2[C@@H]1O[C@H](CNS(=O)(=O)CCCCl)[C@@H](O)[C@H]1O,-12,0,-9,0,0,14,3,1,0.8
Cc1cccc(NC(=O)CN2CCCN(S(=O)(=O)c3ccc(Br)s3)CC2)c1,-19,-3,19,-33,-25,33,0,14,0.7
O=C(O)/C=C/c1ccc(S(=O)(=O)Nc2ccc(C(=O)NCC(=O)O)cc2)cc1,-18,-2,-5,-6,-7,8,10,4,0.8
Cc1ccc(C)c(NC(=O)COC(=O)CCNC(=O)c2ccco2)c1,-12,-2,-9,-6,-8,6,3,2,0.2
CCOc1ccc(CCNC(=O)C2CCN(c3nnc(-n4cccc4)s3)CC2)cc1,-4,-3,-22,-3,-15,8,1,0,-0.1
COc1cc(OC)cc(C(=O)NNC(=O)CCNS(=O)(=O)c2ccc(C)c(C)c2)c1,3,1,-16,-22,x,1,8,1,0.1
Cc1cc(C)n(C(=O)c2ccc(NC(=O)C3COc4ccccc4O3)cc2)n1 (stereo not drawn),-13,-3,25,-19,-12,18,-3,5,1.1
c1ccc2c(c1)Sc1cnccc1N2CC1CO1 (stereo not drawn),-7,-9,0,10,x,7,-14,1,0.4

# In a second layout: two of the compounds above
structure	CHO-K1 Ca antag	CHRM1 agonist	TAAR1 antagonist	CHRM1 antagonist	CHO parental Ca	M1 PAM parental	M1 PAM	TAAR1 ag	CHO-K1 Ca ag
Cc1cccc(NC(=O)CN2CCCN(S(=O)(=O)c3ccc(Br)s3)CC2)c1	-19	-3	19	-33	-25	33	0	14	0.7
O=C(O)/C=C/c1ccc(S(=O)(=O)Nc2ccc(C(=O)NCC(=O)O)cc2)cc1	-18	-2	-5	-6	-7	8	10	4	0.8

# The list continues.
SMILES,CHO-K1 Ca antag,CHRM1 agonist,TAAR1 antagonist,CHRM1 antagonist,CHO parental Ca,M1 PAM parental,M1 PAM,TAAR1 ag,CHO-K1 Ca ag
COc1ccc(-c2cc(C(F)(F)F)nc(S(C)(=O)=O)n2)cc1OC,-9,-1,-2,-11,7,21,8,4,0.4
O=C(COc1ccccc1)Nc1nnc(S(=O)(=O)Nc2ccccc2)s1,-1,-1,-1,-13,-1,23,9,3,0.5
NS(=O)(=O)c1ccc(CCNC(=O)CC(NC(=O)c2ccccc2Cl)c2ccccc2)cc1 (stereo not drawn),-2,-3,-18,-16,-14,11,7,2,0.3
CCCc1ccc2oc(C(=O)N(C)Cc3cnccn3)c(C)c2c1,4,0,-16,-1,-19,-24,6,2,0.7
COc1ccc(C2/C=C\CN(Cc3ccncc3)CC(=O)N2Cc2ccc(F)cc2)cc1 (stereo not drawn),-20,-2,16,-4,-14,26,7,8,0.0
CCC(CC)c1nnc(NC(=O)c2nn(C)c(=O)c3ccccc23)s1,-15,-3,x,-16,-25,12,9,x,1.5
CCOC(=O)C1CCCN(Cc2ccc(OCc3ccccc3)cc2)C1 (stereo not drawn),-8,-7,-3,11,-10,21,-14,1,2.7
O=C(CC(Nc1ccc(Cl)cc1)C(=O)O)c1ccccc1 (stereo not drawn),7,-2,-3,-12,-15,-4,-3,6,0.5
O=C(CN1C(=O)NC2(CCCCC2)C1=O)N1CCN(S(=O)(=O)c2ccc(F)c(F)c2F)CC1,3,-5,-30,4,x,6,1,0,1.1
CC(C)Sc1nc2[nH]ncc2c(=O)[nH]1,-7,-4,1,-7,-7,17,4,14,0.2
CC(=O)Nc1nnc(COc2ccc(Cl)cc2)s1,-17,-2,-18,-5,-8,-8,8,2,3.2
O=C1CCCN1c1ccc(S(=O)(=O)Nc2cccnc2)cc1,-11,-15,-6,3,-3,24,-21,4,0.9
CCN(CC)S(=O)(=O)c1cccc(C(=O)NC(C(=O)NCCc2ccccn2)C(C)C)c1 (stereo not drawn),-15,-8,-8,-14,-27,9,4,1,1.0
CCCn1c(SCC(=O)N2CCCCC2)nnc1-c1ccco1,6,-2,-3,-3,-11,-3,-6,4,0.2
CCCc1ccc(-c2cc(NC(=O)CSc3n[nH]c(N)n3)n(-c3ccccc3)n2)cc1,-8,12,22,2,19,-8,0,5,0.1
O=C(NC1CCCCCC1)C1CCN(C(=O)c2cccc(Cl)c2)CC1,-1,-2,1,-3,4,-18,7,2,0.1
CCOc1cc(/C=C2\C(=N)N3N=C(CC)SC3=NC2=O)ccc1OCCOc1ccc(NC(C)=O)cc1,-4,-4,-10,-6,-3,12,5,1,2.2
C/C(=N\NC(=O)CNC(=O)c1cccs1)c1ccc(Cl)c(Cl)c1,-10,-3,-7,-2,-12,-3,4,0,0.7
OCCNCc1cc(Br)ccc1OCc1ccc(F)cc1,0,16,1,-8,-15,11,10,4,2.7
CCOC(=O)c1[nH]cnc1C(=O)NC1CCN(C(=O)OC(C)(C)C)CC1,14,0,6,-3,-7,-10,2,1,-0.4
O=C(O)Cc1ccc2c(c1)N(S(=O)(=O)c1cccs1)CC(C(=O)O)O2 (stereo not drawn),-9,-2,-24,5,18,11,0,0,0.9
Cc1oc(-c2cc(Cl)cc(Cl)c2)cc1C(=O)NCCc1ccccc1,2,-7,3,1,-17,20,-11,6,0.0
COc1ccc(/C=C2\SC(=S)N(CCCC(=O)N3CCOCC3)C2=O)cc1OC,-11,3,7,-4,-12,2,13,-2,0.2
C/C(=N\O)c1ccc2[nH]ccc2c1,-7,-4,1,1,-6,22,0,7,0.3
O=C(CCn1c(=S)oc2ccccc21)NC1CCCCC1,-5,-3,-16,-12,-1,20,9,0,2.2
Cc1ccc(N(C(=O)c2csnn2)C(C(=O)NC(C)(C)C)c2ccccn2)cc1 (stereo not drawn),-10,-1,6,-11,-14,12,8,7,0.3
COCCCNC(=O)CN(c1cc(Cl)ccc1OC)S(C)(=O)=O,-14,-4,-4,-6,-4,21,11,12,1.7
COc1cccc(S(=O)(=O)NCc2ccc3c(c2)OCO3)c1,-9,-8,-15,-5,-2,7,3,15,1.4
Cc1ccc(NC(=O)CN2C(=O)S/C(=C\c3ccc(OCC(=O)O)c(Br)c3)C2=O)cc1,1,-3,-2,-3,5,-2,-1,-1,0.9
O=C(Cc1cccc(F)c1F)NC1CCCN(Cc2ccc(Cl)cc2)C1 (stereo not drawn),21,-7,-23,12,-21,-4,-8,4,-0.4
CCOC(=O)C1=C(CC)Nc2ccccc2N/C1=N\S(=O)(=O)c1cc(Br)ccc1Br,33*,-3,21,34*,x,-16,-30,2,15
COc1ccc(/C=C2\CCC(C3CCCC3)C2=O)cc1Cn1cccn1 (stereo not drawn),6,-5,2,-15,-22,-8,5,0,-0.3
CC1Sc2ccc(S(=O)(=O)NCCc3ccc(S(N)(=O)=O)cc3)cc2NC1=O (stereo not drawn),-11,-3,12,-11,0,17,12,1,0.3
O=C(Nc1ccc(S(=O)(=O)N2CCc3ccccc32)cc1)c1ccco1,-17,-2,0,3,12,6,-1,7,5.3
CCC1=Nc2cc(C(=O)NCCCN3CCOCC3)ccc2Sc2ccc(Br)cc21,-12,-3,-26,1,-34,16,-4,10,3.8
CN(C(=O)CSc1nc2ccc(Cl)cc2[nH]1)C1CCS(=O)(=O)C1 (stereo not drawn),5,5,-10,6,-12,-9,12,8,-0.3
O=S(=O)(NC1CCCC1)c1ccc(S(=O)(=O)N(Cc2cccs2)CC2CCCO2)cc1 (stereo not drawn),0,5,11,0,7,-4,7,11,0.5
O=C(COc1cccc2c1CCNC2=O)Nc1cccc(C(F)(F)F)c1,19,1,x,-6,-16,-30,0,x,1.2
C[C@@H]1CN([C@@H](C)CO)C(=O)CCCn2nncc2CO[C@H]1CN(C)C(=O)C1CCCCC1,6,-2,-16,17,x,-10,-11,0,-0.2
CCCCN=C1CC(C)(C)CC(=O)/C1=C(/O)CCC,2,-4,-24,-15,-24,-2,6,1,-0.5
c1csc(CSc2nnc3sc4ccccc4n23)c1,-5,-5,-2,-14,-14,-2,-4,8,-0.2
CCOC(=O)c1ccc(NC(=O)CCc2ccc(CC)o2)cc1,-7,-6,1,-10,-8,18,3,9,0.8
Cc1cc(Br)ccc1OCc1nc(-c2cccnc2)no1,7,-1,13,8,-8,4,1,10,-0.1
CC(=O)c1ccc(N2CCN(c3ncccn3)CC2)c([N+](=O)[O-])c1,-5,-1,8,-2,10,2,-2,0,7.3
COC(=O)c1ccc(/C=N/NC(=O)C(=O)N2CCCCCC2)cc1,12,6,-30,-9,3,-8,15,4,0.8
O=C(COc1ccccc1Cl)Nc1ccc(S(=O)(=O)Nc2ccccn2)cc1,-10,-4,-11,-4,-3,12,4,3,5.3

# Two entries from above in a different format:
Cc1cc(Br)ccc1OCc1nc(-c2cccnc2)no1
  CHO-K1 Ca antag: 7; CHRM1 agonist: -1; TAAR1 antagonist: 13; CHRM1 antagonist: 8; CHO parental Ca: -8; M1 PAM parental: 4; M1 PAM: 1; TAAR1 ag: 10; CHO-K1 Ca ag: -0.1

CC(=O)c1ccc(N2CCN(c3ncccn3)CC2)c([N+](=O)[O-])c1
  CHO-K1 Ca antag: -5; CHRM1 agonist: -1; TAAR1 antagonist: 8; CHRM1 antagonist: -2; CHO parental Ca: 10; M1 PAM parental: 2; M1 PAM: -2; TAAR1 ag: 0; CHO-K1 Ca ag: 7.3
